From PubChem
TNAP activators = human TNAP enzyme activators, primary screen, biochemical, luminescent, no phosphate acceptor, uHTS (AID 1001); 200,000 compounds, 0.03% hits; purified TNAP, luminescent activation assay, no phosphate acceptor; higher activation fold means a stronger effect; Alkaline phosphatase, tissue-nonspecific isozyme (Homo sapiens); activation fold at 20 µM, or EC50 in µM where a hit was titrated; in the data active = activation fold from about 3, or a potency from the dose series; inactive = the rest, 99 in 100 with activation fold below about 1.6; also: many of its hits are not listed in these tables
SV40 large T antigen = SV40 large T antigen inhibitors, biochemical (AID 1903). SV40 large T antigen ATPase/helicase inhibition assay; higher % means a stronger effect. inhibition, % at 20 µM; hits with a dose series show IC50 in µM. 310,000 compounds, 0.39% hits; in the data active = a potency from the dose series; inconclusive = inhibition mostly from about 32% at the one dose, without a potency; inactive = the rest, 99 in 100 with inhibition below about 32%; also: strong numbers were not always called active
PMI inhibitors = inhibitors of human PMI, primary screen, biochemical, fluorescence intensity, coupled assay (AID 1209) | 190,000 compounds, 0.42% hits | purified PMI enzyme, coupled fluorescence intensity; higher % means a stronger effect | inhibition, % at 20 µM; hits with a dose series show IC50 in µM;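 also: plate controls were DMSO vehicle for no effect and wells lacking substrate for full effect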
RSV antiviral HEp-2 = RSV antiviral activity via CPE protection, HEp-2 cells, primary 10 µM value included (AID 2391). HEp-2 cells, RSV-induced CPE inhibition; higher % means a stronger effect. one-dose CPE inhibition, % at 10 µM; IC50 in µM for titrated hits. 310,000 compounds, 0.13% hits; in the data active = a potency from the dose series; inconclusive = CPE inhibition mostly from about 23% at the one dose, without a potency; inactive = the rest, 99 in 100 with CPE inhibition below about 21%; also: strong numbers were not always called active
Insulin prom up = insulin promoter activators in MIN6 cells, imaging, high-content screening, mouse beta cells. 190,000 compounds, 0.3% hits. z-score at 5 µM. MIN6 insulin promoter-GFP reporter; active compounds read high;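 active = z-score above 3 at 5 µM with at least 500 cells counted in the well; inconclusive = wells under 500 cells, flagged as cytotoxic or low count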
CSM14.1 death rescue = rescue of cells from ER stress-induced death, primary screen, 384-well, CSM14.1, thapsigargin, ATP luminescence (AID 1222); CSM14.1 thapsigargin-induced death rescue, ATP luminescence; higher % means a stronger effect; one-dose cellular ATP content (survival), % at 20 µM; EC50 in µM for titrated hits; 190,000 tested, under 10 active;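 active = EC50 below 50 µM in the dose-response confirmation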;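 also: death triggered by thapsigargin at about 15 µM added after 2 h compound pretreatment; cell ATP read after overnight thapsigargin exposure of roughly 18 to 22 hours; normalized against plate controls of thapsigargin alone and 5% DMSO vehicle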
Salmonella PhoP GFP = inhibitors of PhoP regulon expression, primary screen, Salmonella Typhimurium, GFP reporter (AID 1863). S. Typhimurium PhoP-regulated promoter GFP reporter, 4 h; higher % means a stronger effect. 300,000 compounds, 0.16% hits. inhibition, % at 50 µM; hits with a dose series show IC50 in µM;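 active = inhibition over 29.93%, a cutoff 3 SD above the screen mean, later confirmed by dose response; inconclusive = inhibition over 29.93% but no dose response follow-up; inactive = inhibition at most 29.93% or unconfirmed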;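 also: 0% = low Mg2+ inducing control and 100% = high Mg2+ repressing control; strong numbers were not always called active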
West Nile virus CPE = West Nile virus antiviral activity, cell-based, CPE readout (AID 1621); West Nile virus-infected cells, CPE inhibition; higher % means a stronger effect; 290,000 compounds, 0.02% hits; CPE inhibition, % at 10 µM, or IC50 in µM where a hit was titrated; in the data active = a potency from the dose series; inconclusive = CPE inhibition mostly from about 3.7% at the one dose, without a potency; inactive = the rest, 99 in 100 with CPE inhibition below about 2.2%; also: strong numbers were not always called active
human PMI inhibitors = human PMI inhibitors, high substrate, primary screen, biochemical, fluorescence intensity, high mannose 6-phosphate (AID 1220). Mannose-6-phosphate isomerase (Homo sapiens). 190,000 compounds, 0.66% hits. recombinant PMI enzyme, coupled fluorescence intensity; higher % means a stronger effect. one-dose inhibition, % at 20 µM; IC50 in µM for titrated hits
Insulin prom up cell count = recorded beside Insulin prom up, whose call it bears; cell count; measured here: cytotoxicity, nuclei count;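 total cells summed across four imaged fields per well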
The depositor's hits bear a star; ? = inconclusive; . = no result given. Rule as the data show it, unless noted: active = inhibition above about 50%; inactive = the rest.

SMILES | TNAP activators | SV40 large T antigen | PMI inhibitors | RSV antiviral HEp-2 | Insulin prom up | Insulin prom up cell count | CSM14.1 death rescue | Salmonella PhoP GFP | West Nile virus CPE | human PMI inhibitors
COc1cc(/C=N\NC(=O)c2ccc(C)nc2)ccc1OC(=O)c1ccco1 | 1.2 | ? | 10.6% | 0.1% | 0.04 | 1541 | -2.6% | 7.3% | -0.8% | 0.3%
COc1ccccc1NC(=O)CCCN1C(=O)C2CC=CCC2C1=O (centres undefined) | . | 13.7% | . | 3.1% | . | . | . | 0.5% | -0.3% | .
CCOC(=O)/C=C1\Nc2ccccc2SC1=O | 1.1 | 0.0% | 1.0% | -0.2% | 0.8 | 1202 | -5.7% | 1.8% | 0.1% | -3.4%
S=C(NCc1ccc(Cl)cc1)NN1CCOCC1 | 1.1 | -0.7% | -13.6% | 2.9% | -0.13 | 1538 | -0.3% | 0.5% | 0.4% | -16.6%
Cc1c(C2Nc3ccccc3NC3=C2C(=O)CC(C)(C)C3)cnn1C (centres undefined) | 1.1 | 10.1% | 0.1% | 1.0% | 0.32 | 1251 | -0.6% | -3.7% | -0.1% | 23.1%
CCOC(=O)c1sc(NC(=S)NC(=O)c2cccc(Cl)c2)c(C(=O)OCC)c1C | 0.9 | 1.6% | -2.5% | 4.9% | 0.14 | 1784 | -1.0% | 10.7% | 0.1% | -2.7%
O=C1CN2C(=N1)N(Cc1ccccc1)c1ccccc12 | 1.1 | -1.3% | 2.1% | 3.0% | -0.16 | 1281 | 2.5% | 16.6% | 0.3% | -1.2%
Cc1cc(C)n(-c2nc3ccccc3nc2N2CCCCCC2)n1 | 1.1 | 7.0% | 13.5% | 1.8% | -0.01 | 1060 | -3.3% | -9.2% | 0.1% | 12.2%
O=C(Nc1ccc2oc(-c3ccccc3F)nc2c1)c1cncc(Br)c1 | 1.1 | 3.3% | 14.8% | 1.9% | -1.26 | 1098 | . | 7.4% | 0.9% | 11.3%
COc1ccc(OC)c(NC(=O)CSC2=NN3CCCC(=O)N=C3S2)c1 | . | 6.6% | . | ? | . | . | . | 4.5% | -0.6% | .
N#C/C(=N\O)c1nc2ccccc2s1 | 1 | . | 6.7% | 0.6% | 0.4 | 1404 | -0.4% | . | -0.2% | 10.2%
COc1c2c(nc3occc13)C(CCC(C)(C)O)(OC)C(O)CC2 (centres undefined) | 1.1 | 7.2% | 3.3% | 0.2% | . | . | 2.2% | 8.1% | -0.4% | 8.1%
CN(C)c1cccc(C(=O)Nc2nnc(Cc3ccccc3)s2)c1 | . | 6.9% | . | 17.9% | . | . | . | 13.0% | -0.9% | .
COc1cc(-n2c(C)nc3cc(C(=O)O)ccc32)cc(OC)c1OC | 1 | 7.7% | -25.0% | -0.6% | 1.23 | 1384 | -12.2% | 5.2% | 0.0% | -16.8%
COc1ccc(-c2onc3ccc(Cl)cc23)cc1 | 1 | 33.0% | -11.8% | 7.1% | 1.3 | 968 | -3.7% | -1.3% | . | -42.6%
Cc1cccc(NC(=O)c2sccc2-n2cccc2)c1C | 1.1 | -20.1% | 9.5% | 3.1% | 0.12 | 1478 | 0.0% | 15.1% | -0.5% | 0.6%
Cc1ccsc1C(=O)NCCc1nnc2ccccn12 | . | -5.5% | . | 0.1% | . | . | . | 5.9% | 0.1% | .
C(=N\N1CCOCC1)/c1cn(-c2ccccc2)nc1-c1ccccc1 | 1 | 4.8% | -6.9% | 12.6% | -0.25 | 840 | -0.9% | -2.4% | -1.1% | -3.2%
COc1ccccc1NC(=O)c1c(N=Cc2ccccc2O)cnn1C | 1 | 5.2% | 2.7% | 0.8% | -0.08 | 1038 | 1.2% | 4.2% | -0.1% | 6.3%
COC(=O)c1ccc(NC(=O)C(=O)N2CCCC2)cc1 | 1 | 15.3% | -10.9% | 2.1% | -0.28 | 895 | -2.2% | 3.6% | 0.1% | -5.2%
CC(C)Cc1ccc(CN2CCCC(NC(=O)CCN3CCOCC3)C2)cc1 (centres undefined) | . | 16.8% | . | 0.7% | . | . | . | -2.9% | 0.1% | .
O=C(CNCc1ccco1)Nc1ccccc1-n1cccc1 | 1 | 11.8% | -8.9% | 0.1% | . | . | 1.3% | -8.7% | -0.5% | -6.6%
O=C(c1cccnc1)N1c2ccccc2Sc2ccccc21 | 0.7 | 5.1% | 6.4% | 3.3% | -1.41 | 1310 | 3.2% | 3.7% | -1.3% | 8.2%
COC(=O)NNC(=O)c1ccccc1OC | 1 | 1.1% | -14.7% | 0.8% | 0.28 | 1451 | -0.9% | -0.1% | 0.1% | -13.7%
Cc1ccsc1/C=N/NC(=O)c1ccncc1 | 1.1 | 3.5% | -15.1% | -0.8% | -1.21 | 1257 | . | 15.0% | 0.0% | -18.8%
Cc1cc(C2N=C(N)Nc3nc4ccccc4n32)c(C)n1-c1ccccc1Cl (centres undefined) | 2.1 | 6.4% | 14.5% | ? | 0.07 | 1016 | -2.7% | 10.5% | -0.5% | 14.6%
CCOC(=O)C(C(=O)OCC)C(Nc1ccc(Br)cc1)c1ccccc1 (centres undefined) | 1.1 | 0.2% | 3.7% | 14.9% | -0.18 | 1546 | -1.9% | 3.2% | -0.3% | 0.9%
CCOC(=O)c1sc(NC(=O)c2ccc(S(=O)(=O)N3CCCCC3)cc2)nc1-c1ccccc1 | 1.1 | 10.4% | 8.4% | 11.3% | -0.04 | 1232 | 6.9% | 10.2% | -1.0% | 11.9%
CC(=O)c1cccc(NC(=O)CN(C)Cc2ccc(OC(F)F)cc2)c1 | . | -3.4% | . | 0.4% | 0.14 | 1394 | . | -0.5% | -0.3% | .
COc1ccc(N2CCN(Cc3nc(N)nc(Nc4ccc(C)c(Cl)c4)n3)CC2)cc1 | 1 | -5.6% | 13.0% | ? | -4.58 | 968 | 3.4% | 21.1% | -0.4% | 12.9%
Cc1ccc(C(=O)N/C(=C\c2sccc2C)C(=O)NCc2ccncc2)cc1 | 1.1 | -2.1% | 3.6% | 0.1% | 0.3 | 1139 | -0.8% | 15.7% | -0.1% | 2.5%
CC(=O)Nc1ccc(S(=O)(=O)N2CCN=C2SCc2cccnc2)cc1 | 1.1 | 21.1% | -15.7% | 2.1% | -0.27 | 1152 | -0.2% | -2.1% | . | -14.1%
O=C(CN1CCCCC1)NNC(=O)c1cccc(Br)c1 | . | 6.3% | . | 1.2% | . | . | . | -2.6% | 0.1% | .
Cc1ccccc1NC(=O)c1c(C)[nH]c(=S)c(C#N)c1-c1ccco1 | 1.1 | ? | -3.9% | 2.9% | -0.84 | 1441 | -0.4% | -14.8% | 0.2% | 11.2%
COc1ccc(CN2CCN(Cc3cccn3-c3ncccn3)CC2CCO)c(C)c1C (centres undefined) | 1.1 | -0.1% | 0.3% | 1.6% | -0.22 | 1269 | -3.4% | 5.6% | -0.9% | -5.4%
CC(=O)c1cccc(-n2nnnc2SCC(=O)NNC(=O)C(C)C)c1 | 1.1 | 5.5% | -4.3% | 3.1% | . | . | -1.3% | 1.1% | 0.0% | -8.7%
COc1ccc(CNC(=O)COC(=O)C2=COCCO2)cc1 | 1.1 | -0.8% | 5.0% | -0.2% | -0.68 | 1014 | -0.8% | -9.9% | 0.7% | 3.9%
COC(=O)c1c(C)oc2ccc(N(C(=O)c3ccncc3)S(=O)(=O)c3ccccc3)cc12 | 1.1 | 15.3% | 6.0% | 6.3% | -0.13 | 1575 | -0.8% | 5.2% | 0.7% | -5.2%
CCSc1nnc(-c2c[nH]c3ccccc23)o1 | . | 6.3% | . | 9.8% | . | . | . | 0.7% | -0.6% | .
CCc1ccc(CN2CCN(C(=O)c3ccco3)CC2)cc1 | . | 5.0% | . | 17.1% | . | . | . | 6.2% | -1.1% | .
Cc1cc(C)n2nc(SCC(=O)N(CC(C)C)c3c(N)n(CC(C)C)c(=O)[nH]c3=O)nc2n1 | 1.1 | 4.8% | 0.2% | 0.7% | 0.03 | 1233 | 1.9% | 2.9% | 0.1% | -2.3%
Cc1ccc(C(c2nnnn2CCC(C)C)N2CCN(C)CC2)cc1 (centres undefined) | 1.1 | 4.7% | 8.2% | 0.3% | 1.04 | 1721 | -1.1% | 3.9% | 0.4% | 6.2%
CCCCC(CC)CNC(=O)C(Cc1ccccc1)NS(=O)(=O)c1ccc2c(c1)CCC(=O)N2 (centres undefined) | 1.2 | 1.2% | 2.5% | -0.3% | . | . | -1.4% | -2.3% | -0.7% | 4.6%
C=CCNc1nc(NC(C)(C)CO)nc(OCC)n1 | 1 | 5.5% | -2.4% | -0.3% | -0.1 | 1320 | -1.9% | -7.3% | -0.5% | -7.0%
O=C(NC(Cc1c[nH]c2ccccc12)C(=O)NCc1ccc(F)cc1)OCc1ccccc1 (centres undefined) | 1.1 | 10.7% | 7.7% | 0.6% | -0.01 | 1319 | -2.5% | -9.1% | -1.0% | 3.8%
CCN(CC)CCC(=O)NC(C)(C)Cc1ccc(O)cc1 | 1.1 | ? | -2.0% | -0.7% | 0.49 | 1559 | -0.4% | 3.0% | 0.1% | -2.6%
CC(=O)c1c(C(C)=O)c(C)n(NC(=O)c2ccccc2O)c1C | 1.1 | 4.6% | -2.5% | -0.1% | -0.54 | 1464 | -1.4% | 3.8% | -0.2% | 3.0%
CCOC(=O)c1ccc(Oc2nc(NC)nc(OC)n2)cc1 | 1 | -0.9% | 2.5% | 2.5% | -0.05 | 1199 | . | 2.4% | 0.2% | 3.1%
O=Nc1ccc(O)c2ncccc12 | . | ? | . | 2.8% | -0.36 | 796 | . | 56.3µM* | -1.8% | .
COC(=O)C1=C(CCc2ccccc2)NC(=O)NC1c1ccc(Cl)cc1 (centres undefined) | . | 16.0% | . | 1.8% | . | . | . | 3.5% | -0.5% | .
CN(C(=O)CCN1C(=O)C2C3C=CC(C3)C2C1=O)c1ccccc1 (centres undefined) | 1.1 | 22.9% | 4.5% | 0.2% | -0.01 | 1422 | 0.1% | -0.4% | 0.2% | 7.4%
CCCC1C(C#N)=C(N)Oc2cc(C)n(C)c(=O)c21 (centres undefined) | 1 | 12.9% | -3.3% | 2.4% | -0.02 | 1062 | 1.8% | 13.4% | 0.3% | -11.3%

Among those listed so far, these have a cyano group:
SMILES | TNAP activators | SV40 large T antigen | PMI inhibitors | RSV antiviral HEp-2 | Insulin prom up | Insulin prom up cell count | CSM14.1 death rescue | Salmonella PhoP GFP | West Nile virus CPE | human PMI inhibitors
N#C/C(=N\O)c1nc2ccccc2s1 | 1 | . | 6.7% | 0.6% | 0.4 | 1404 | -0.4% | . | -0.2% | 10.2%
Cc1ccccc1NC(=O)c1c(C)[nH]c(=S)c(C#N)c1-c1ccco1 | 1.1 | ? | -3.9% | 2.9% | -0.84 | 1441 | -0.4% | -14.8% | 0.2% | 11.2%
CCCC1C(C#N)=C(N)Oc2cc(C)n(C)c(=O)c21 (centres undefined) | 1 | 12.9% | -3.3% | 2.4% | -0.02 | 1062 | 1.8% | 13.4% | 0.3% | -11.3%
